High-throughput results (PubChem)
Pf growth 48h: inhibits P. falciparum growth in the first generation, 48 h | P. falciparum luciferase growth in erythrocytes, 48 h | Potency, µM (highest dose often 28.7 µM), for inactives: top-dose activity change, negative = inhibition, usual class: inhibitors | 310,000 compounds, 5.9% hits; also: potency is read from the fitted curve at half-maximal effect; % is scaled to controls: 0 for no effect and ±100 for the full control effect
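Luminescence readout; reporter = integrated firefly luciferase in P. falciparum. RBC culture at 2% hematocrit, 0.1% parasitemia final, 37 C/5% CO2; decreased signal taken as growth inhibition.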
Shiga inhibitor: inhibitors of Shiga toxin in Vero cells | Vero cells, Shiga toxin protein synthesis inhibition reporter | inhibition, % at 38.7 µM | 290,000 compounds, 9.2% hits | AID 2315; in the data active = inhibition mostly above about 28%, no sharp cut-off; inactive = mostly below about 43%; also: 0% is about no effect
Cycloheximide cs: affects cycloheximide protein synthesis inhibition readout, counter-screen; cell reporter, cycloheximide protein synthesis inhibition counterscreen; max response, %; 300,000 compounds, 12% hits; AID 2314; in the data active = max response mostly above about 13%, no sharp cut-off; inactive = mostly below about 14%; also: read at 38.3 µM for the half of the compounds with a filed dose; 0% is about no effect
Pf growth 96h: inhibits malaria parasite growth, 96 h | P. falciparum luciferase reporter growth, 96 h | Potency, µM (highest dose often 28.7 µM), for inactives: at the highest dose activity change, negative = inhibition, hits mostly inhibitors | 320,000 compounds, 6.9% hits; also: potency is read from the fitted curve at half-maximal effect; % is scaled to controls: 0 for no effect and ±100 for the full control effect
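Compounds incubated with erythrocytes infected by luciferase-expressing P. falciparum (2% hematocrit, 0.05% parasitemia final) for 96 hours, 37 C in 5% CO2. Growth inhibition scored as decreased luciferase luminescence.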
TbPYK inhibitor: blocks Trypanosoma brucei pyruvate kinase. 410,000 compounds, 0.12% hits. Potency, µM (series often up to 76.8 µM), without a hit: at the top dose activity, negative = inhibition, most hits filed as inhibitors. TbPYK enzyme, Kinase-Glo Plus ATP luminescence, 45 min. Q57TT1; also: potency is read from the fitted curve at half-maximal effect; % is scaled to controls: 0 for no effect and ±100 for the full control effect; nearly all actives have a fitted effect of over 50% in size
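Glycolytic pyruvate kinase of T. brucei was incubated with substrate, test compound and 130 uM ADP for 45 minutes at room temperature. Luminescent Kinase-Glo Plus signal was measured after 10 minutes.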
AMA1 RON2 block: disrupts binding of P. falciparum AMA1 to RON2. AlphaScreen AMA1-biotinylated RON2 peptide binding. Potency, µM (series often up to 58.2 µM), without a hit: at the top dose activity change, negative = inhibition, hits mostly inhibitors. 360,000 compounds, 0.2% hits. AID 720542;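 also: potency is read from the fitted curve at half-maximal effect; 0% = vehicle wells and -100% = peptide control; nearly all actives have a fitted effect of over 45% in size; some results filed as inactive show a strong effect at the top dose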
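AMA1 (3D7) with his tag at 25 nM final met compounds first, then biotinylated RON2 peptide at 25 nM; detection used donor plus acceptor beads, 10 µg/mL apiece, read by AlphaScreen after 30 min at room temperature.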
LmPK inh: LmPK (Leishmania mexicana) enzyme inhibition | Potency, µM (top dose mostly 57.5 µM), for inactives: top-dose activity change, negative = inhibition, actives largely listed as inhibitors | AID 1721 | 290,000 compounds, 0.37% hits | Q27686 | purified LmPK, Kinase-Glo ATP luminescence, 1 h; also: potency is read from the fitted curve at half-maximal effect; % is scaled to controls: 0 for no effect and ±100 for the full control effect
Target sequence (Q27686 whole entry, looked up): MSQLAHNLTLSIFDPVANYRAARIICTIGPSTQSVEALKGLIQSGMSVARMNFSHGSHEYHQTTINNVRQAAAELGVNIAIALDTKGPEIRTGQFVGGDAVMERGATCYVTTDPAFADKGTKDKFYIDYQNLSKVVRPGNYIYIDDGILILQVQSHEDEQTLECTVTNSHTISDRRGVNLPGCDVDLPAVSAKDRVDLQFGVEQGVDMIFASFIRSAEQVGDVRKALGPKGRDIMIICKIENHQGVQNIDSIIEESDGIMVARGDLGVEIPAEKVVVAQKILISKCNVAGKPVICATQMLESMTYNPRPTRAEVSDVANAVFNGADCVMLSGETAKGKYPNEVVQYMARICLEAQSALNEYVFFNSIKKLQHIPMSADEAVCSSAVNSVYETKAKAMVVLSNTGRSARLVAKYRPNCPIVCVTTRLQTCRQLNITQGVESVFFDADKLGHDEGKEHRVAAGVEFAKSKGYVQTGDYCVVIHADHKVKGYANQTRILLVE
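Kinase-Glo luminescence read after 1 h RT reaction of 0.1 nM LmPK with 0.5 mM PEP and 0.1 mM ADP. Activity scaled between uninhibited and enzyme-free controls.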
The depositor's hits bear a star; ? = inconclusive; . = no result given; & = joins results of further samples; [ ] = dose if it differs, or a comment. Unless noted, calls follow the shape of the dose curve; as a rule, active = well fitted curve in the direction sought with a large enough effect; inconclusive = small, poorly fitted or top-dose-only effect, or another doubt; inactive = no such curve, though single readings can be large; an effect the other way counts as inactive or inconclusive.

SMILES	Pf growth 48h	Shiga inhibitor	Cycloheximide cs	Pf growth 96h	TbPYK inhibitor	AMA1 RON2 block	LmPK inh
COc1ccccc1CN(CC(=O)NCc1ccc2c(c1)OCO2)C(=O)c1csnn1	-13%	-7	-3	?	3%	-14%	-1%
C/C=C/c1ccc(OCC(=O)Nc2ccc(OC)c(OC)c2)c(OC)c1	?	8	-2	-8%	1%	7%	1%
CCCCn1nnc(NC(=O)COc2ccc(Cl)c(C)c2)n1	.	-12	3	67%[activator]	4%	0%	-5%
CCOC(=O)C1C(=O)NC(N2CCc3ccccc32)=NC1c1ccccc1 (configuration not stated)	-2%	-18	0	0%[5.75 µM]	-10%	-1%	0%
CCN1C(=O)/C(=C2\SC(=S)N(c3c(C)n(C)n(-c4ccccc4)c3=O)C2=O)c2ccccc21	6%	-5	-1	13%	5%	13%	-4%
COc1ccc(-n2c(O)c(C=NCCN(C)C)c(=O)[nH]c2=O)cc1	9%	-1	2	39%[activator]	3%	57%[activator]	-1%
CCOC(=O)c1cc2c(=O)n3ccccc3nc2n(Cc2ccco2)c1=NC(=O)c1ccccc1OC	?	-14	16	?	0%&-6%	-3%	1%
CCN1CCN(CC2COc3ccccc3O2)CC1 (configuration not stated)	35%[activator]	3	2	4%	1%	-3%	3%
O=C(OCCN1CCOCC1)c1ccc2c(c1)OCCO2	84%[activator]	75*	53*	160%[activator]	2%	-18%	1%
O=C(COC(=O)C1(c2ccc(F)cc2)CCCC1)NCc1ccc2c(c1)OCO2	-2%	-13	-2	?	2%	-9%	-1%
Cc1noc(C)c1COc1ccccc1C(=O)N(C)CC(=O)Nc1ccc(F)c(F)c1F	?	.	.	?	-6%	-11%	.
CC1=Nc2cc(C(=O)NCCCOC(C)C)ccc2Sc2ccccc21	?	15	14	?	3%	-9%	-1%
COc1ccc(N(CCC#N)S(=O)(=O)c2cccc3nsnc23)cc1	-13%	11	-5	-11%	-7%	3%[11.6 µM]	0%
CCC(=Nc1ccc(N)cc1)C1=C(O)C(C(=O)OC)C(C)(C)CC1=O (configuration not stated)	?	27	-4	.	6%	15%	-11%
Cc1cccc2sc(NC(=O)CNS(=O)(=O)c3ccc(Br)s3)nc12	9%	-12	-2	3%	-13%	33%[activator]	1%
COc1ccccc1-c1nc2cc3ccccc3cc2nc1-c1ccccc1OC	?	-4	0	12µM*	1%	-10%	3%
Cc1ccccc1OCC(=O)Nc1nc(-c2ccncc2)cs1	?	.	.	33%[activator]	-5%	3%[11.6 µM]	.
N#C/C(=C\c1ccc(-c2ccccc2)cc1)c1nc(-c2ccco2)cs1	10%	-4	0	.	4%	-8%[11.6 µM]	2%
CC(=O)Nc1ccc(S(=O)(=O)N2CCN(c3cccc(C)c3C)CC2)cc1	.	-5	-2	?	-7%	3%	-3%
CC(=O)Nc1ccc(C(=O)CSc2nccc(=O)[nH]2)cc1	38%[activator]	-6	2	21%	-4%	2%	-1%
CN(Cc1ccc(F)cc1)C(=O)C(c1ccccc1)c1ccccc1	?	-6	-2	-29%	11%	-21%	2%
Cc1ccc(C2/C(=C(/O)c3ccc(Br)cc3)C(=O)C(=O)N2Cc2ccco2)o1 (configuration not stated)	?	11	8	.	-5%	-10%	13%
Cc1cc(C(=O)OCC(=O)N2CCN(c3ccccc3)CC2)c2ccccc2n1	7%	-14	0	?	-3%	-25%	5%
COc1cc2c(c(OC)c1OC)-c1c(cc3c(c1OC)OCO3)C1OC2[C@@H](C)[C@H]1C (some centres not stated)	?	-4	-3	?	7%	-9%	3%
CC(=O)Nc1ccc(NC(=O)c2ccco2)cc1	90%[activator]	71*	31*	.	3%	-19%	3%
CN(CC(=O)NCc1ccco1)S(=O)(=O)c1ccc2c(c1)c(=O)n(C)c(=O)n2C	-14%	13	12	3%	4%	-9%	-2%
Cc1c(Br)c(C(F)(F)F)nn1CC(=O)NCCCn1ccnc1	-2%	-13	-2	8%	-8%	-1%	-4%
Cc1ccc(C(C[N+](=O)[O-])c2c(N)n(C)c(=O)n(C)c2=O)cc1 (configuration not stated)	?	-2	-8	?	-10%	14%	-2%
COc1cccc(CNCCSc2nnnn2C)c1	21%	0	2	.	3%	0%	0%
Cc1ccc(C(=O)NCCc2ccccc2)cc1	184%[activator]	-2	-2	-58%	-3%	33%[activator]	-13%
COc1ccc(N2CC(C)Cn3c2nc2c3c(=O)n(Cc3ccc(F)cc3)c(=O)n2C)c(OC)c1 (configuration not stated)	?	-13	-1	.	-12%	-3%	0%
O=C1CCC/C(=N\NC(=O)c2ccc(CSc3cccc4cccnc34)cc2)C1	93%[activator]	3	-1	?	-2%	35%[activator]	-3%
COc1ccccc1/C=C(/C(=O)OCC(=O)Nc1cc(C)ccc1C)c1ccccc1	9%	-13	7	12%	-9%	-13%	2%
C=CCc1ccccc1OCCOc1ccc([N+](=O)[O-])cc1/C=N/NC(N)=O	-29%	-26	-13	0%	3%	-7%	2%
COc1ccc(S(=O)(=O)NCC(=O)N(CC(=O)NCC2CCCO2)c2cc(C)ccc2C)cc1 (configuration not stated)	-16%	-21	-2	.	-13%	-1%	4%
O=C(O)c1ccc(Cl)c(S(=O)(=O)N(Cc2ccccc2)c2ccccc2Cl)c1	-15%	12	-3	7%	-6%	8%	4%
Oc1ccccc1C=NCCCCCCN=Cc1ccccc1O	0%	25	9	0%	-25%	90%[activator]	-12%
Cc1cccnc1NC(=O)c1ccc(S(=O)(=O)N2CCC(C)CC2)cc1	-27%	.	.	?	-4%	50%[activator]	.
COc1ccccc1N1CCN(CC(=O)Nc2sccc2C#N)CC1	?	-16	13	?	-1%	-2%	4%
S=c1[nH]nc(-c2ccccn2)n1/N=C/c1cccc(Cl)c1	-4%	-7	8	9%	?	-4%	21%
CCCOc1ccc(CCC(=O)N/N=C/c2ccncc2)cc1	-28%	-10	5	-21%	-23%	108%[activator]	3%
CC(C)N(C(C)C)S(=O)(=O)c1ccc(Cl)nc1	-3%	-9	11	-1%	-1%	-3%	5%[11.5 µM]
Cc1cc(C(=O)CCC(=O)Nc2ccc(S(N)(=O)=O)cc2)c(C)s1	?	.	.	27%	-1%	4%	.
O=C(c1ccc(Br)o1)N1CCc2ccccc21	361%[activator]	87*	44*	262%[activator]	.	.	14µM*
CSc1ccc(C(=O)C2CCCN(C(=O)CCCn3cncn3)C2)cc1 (configuration not stated)	-1%	38	11*	?	0%	8%	10%
O=C(CN1CCN(Cc2ccccc2Cl)CC1)N/N=C/C=C\c1ccccc1[N+](=O)[O-]	5%	-12	-2	0%	4%	14%	2%
NCc1ccccc1COc1ccccc1	12%	3	4	-2%	-6%	-11%	3%
O=C(c1ccc2c(=O)n(-c3ccccc3)c(=O)[nH]c2c1)N1CCCCC1	3%	-4	-3	11%	-5%	5%	-12%
O=C(Nc1nc(=O)n(C(=O)C2CC2)s1)c1ccccc1	-6%	2	27*	-8%	-20%	4%	-14%
Cc1ccc(-c2nn3c(=O)c(C)nnc3s2)cc1	-18%	23	27*	27%	-4%	4%	-5%
Cn1c(SCC(=O)Nc2cccc(F)c2)nnc1-c1cccnc1	-21%	-11	1	121%[activator]	-3%	5%	-4%
Cc1cccc(OCCNc2cc(N3CCOCC3)ccc2[N+](=O)[O-])c1	?	26*	30*	?	1%	-26%	0%
COCCNC(=O)CCn1c(=O)oc2ccccc21	13%	-3	13	10%	12%	18%	7%
Cc1ccc(S(=O)(=O)NCC(=O)N(CC(=O)NCC2CCCO2)c2ccc(Cl)cc2)cc1 (configuration not stated)	23%	14	-3	1%	-1%	-11%	1%
CC1(C)CC(=O)c2cnc(NC(=O)C3CCCC3)nc2C1	34%[activator]	5	-3	.	7%	-5%	8%
CCOc1cc2c(cc1OCC)C(c1ccc(C(=O)O)cc1)NCC2 (configuration not stated)	-3%	-3	-2	0%	-14%	-5%	-2%
Cc1csc(CCc2nc(C)cs2)n1	5%	-3	-2	-14%	-1%	0%	-5%
CC(C(=O)Nc1ccccc1)N(c1cccc(Cl)c1)S(C)(=O)=O (configuration not stated)	6%[5.75 µM]	17	-4	0%	2%	-9%	0%
COc1ccc(C2=NS(=O)(=O)N(C)C(C(=O)NCc3ccccn3)=C2)cc1OC	4%	-2	2	8%	3%	124%[activator]	0%
CC1C(c2ccccc2)N(C)C(c2ccccc2)CC1(O)c1ccccc1 (configuration not stated)	60%[activator]	19	9	.	1%	-25%	7%

Only Shiga inhibitor, Pf growth 48h and Pf growth 96h, for some of the entries so far:
canonical_smiles,Shiga inhibitor,Pf growth 48h,Pf growth 96h
Cc1ccc(-c2nn3c(=O)c(C)nnc3s2)cc1,23,-18%,27%
Cn1c(SCC(=O)Nc2cccc(F)c2)nnc1-c1cccnc1,-11,-21%,121%[activator]
Cc1cccc(OCCNc2cc(N3CCOCC3)ccc2[N+](=O)[O-])c1,26*,?,?

(further entries)
SMILES	Pf growth 48h	Shiga inhibitor	Cycloheximide cs	Pf growth 96h	TbPYK inhibitor	AMA1 RON2 block	LmPK inh
O=C(Nc1ccc2c(c1)OCCO2)c1ccc(Br)o1	-35%	91*	42*	-14%	-12%	-4%	?
O=C(Nc1ccc(NC(=S)NC(=O)c2cccs2)cc1)c1ccccc1	?	-2	11	33%[activator]	4%	20%	1%
O=C1NCC(O)=C1C=Nc1ccccc1O	10µM*	-2	-2	?	0%	67%[activator]	0%
CCCCN(c1ccccc1)c1ncnc2nc[nH]c12	?	-6	-1	?	-3%	12%	0%
O=C(CN1C(=O)NC2(CCOc3ccccc32)C1=O)c1ccc(Br)cc1 (configuration not stated)	-9%	-3	1	?	7%	-4%	-1%
COc1cc(SC)ccc1C(=O)Nc1nc(C)cc(C)n1	43%[activator]	-1	-2	?	-3%	16%	5%
O=C(O)Cn1cc(/C=N/NC(=O)c2cc3cc(Br)ccc3o2)c2ccccc21	7%	-3	-2	-1%	5%	5%	2%
CC(=O)Nc1ccc(S(=O)(=O)N2CCc3ccccc3C2CC(=O)O)cc1 (configuration not stated)	13%	-13	4	28%	2%	1%	-1%
O=C(CNC(=O)c1ccc(Br)cc1)c1ccc(Br)cc1	26%	27	1	?	3%	28%	0%
CCN(CC)S(=O)(=O)c1cccc(C(=O)N/N=C/c2cccc(O)c2O)c1	?	77*	53*	?	-11%	44%[activator]	-2%
CCN(CC)C(=O)C1CCCN(C(=O)Nc2ccc(NC(=O)N3CCCC(C(=O)N(CC)CC)C3)cc2)C1 (configuration not stated)	-27%	-19	-4	.	1%	-13%	1%

As entered above.
In Shiga inhibitor, `O=C(O)Cn1cc(/C=N/NC(=O)c2cc3cc(Br)ccc3o2)c2ccccc21` has the entry -3
In LmPK inh, `NCc1ccccc1COc1ccccc1` has the entry 3%
